GSIS activator: primary screen for activators of insulin secretion dependent on glucose, INS-1E cells, GLuc reporter luminescence. activation, % at 16.6 µM. 370,000 tested, 0.61% active. INS-1E GLuc reporter insulin secretion, 2-3 h;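 active = lowest replicate activation of at least 40%, so every replicate reaches that level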;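 also: 0% = median of neutral control wells and 100% = median of IBMX positive control wells; some compounds called inactive have numbers as strong as hits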
PAX8 reporter: lowers PAX8-driven luciferase in RMG-I cells; RMG-I TPO-luciferase reporter, SteadyGlo, 24 h; inhibition, % at 12.6 µM; 360,000 tested, 1.2% active; AID 652154;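 active = mean replicate inhibition at least 60% with every replicate also reaching 60%; inconclusive = only one of the two criteria is met; inactive = mean below 60% and not all replicates reaching 60%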;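 also: luciferase light reporting Pax8 driven TPO promoter activity; plate controls were median of neutral control wells for no effect and mitoxantrone controls for full effect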
ARNT TACC3 PPI: disruptors of human ARNT/TACC3 interaction; AlphaScreen His-ARNT PAS-B/GST-TACC3 binding, luminescence; TACC3 fragment carries E629A point mutation; inhibition, % at 9.99 µM; 390,000 tested, 0.66% active; AID 623870;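 active = mean inhibition of replicates at least 50% and at least half of replicates each reaching 50%; inconclusive = half or more replicates reach 50% but mean below 50%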;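 also: 0% = complete ARNT plus TACC3 wells and 100% = ARNT alone without TACC3; many hits fall short of the cut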
ERp5 inh: blocks human ERp5 reductase activity on insulin. AID 651711. inhibition, % at 9.99 µM. ERp5 insulin aggregation, absorbance 650 nm, 90 min. 350,000 tested, 0.05% active;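 active = mean replicate inhibition above about 25%, with every replicate also reaching it, limit read from the data, passing the limit was not always enough; inconclusive = only one of those two criteria met; inactive = neither criterion met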
Target sequence (Q15084 whole entry, looked up): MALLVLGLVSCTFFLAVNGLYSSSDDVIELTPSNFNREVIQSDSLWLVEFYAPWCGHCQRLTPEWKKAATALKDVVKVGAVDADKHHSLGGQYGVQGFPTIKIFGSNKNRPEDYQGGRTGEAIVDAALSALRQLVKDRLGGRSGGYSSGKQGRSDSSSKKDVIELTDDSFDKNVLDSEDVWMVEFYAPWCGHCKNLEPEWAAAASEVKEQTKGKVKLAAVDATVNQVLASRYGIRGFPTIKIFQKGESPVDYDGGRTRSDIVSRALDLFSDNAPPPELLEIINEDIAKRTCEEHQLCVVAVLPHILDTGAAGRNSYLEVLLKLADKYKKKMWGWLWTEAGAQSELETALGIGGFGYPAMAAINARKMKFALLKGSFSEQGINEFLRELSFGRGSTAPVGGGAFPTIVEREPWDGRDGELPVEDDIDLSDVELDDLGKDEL
DENV2 CPE rescue: protects cells from dengue virus 2 cytopathic effect; DENV2-infected cells, cytopathic effect rescue, plate reader; CPE inhibition, % at 9.99 µM; 350,000 tested, 1.7% active; AID 651640; in the data active = CPE inhibition above about 20%, passing the limit was not always enough; inconclusive = no clear call, values can overlap the other calls; tested in BHK-21 cells;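 also: 0% = median of neutral control wells and 100% = median of positive control wells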
F508del corr: correctors of CFTR F508del function in bronchial epithelial cells; CFBE cells, YFP halide quenching; stimulated with forskolin plus potentiator P3; % fluorescence drop versus neutral controls; activity (quench increase), % at 7.58 µM; 350,000 tested, 0.36% active; AID 720511;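 active = mean added fluorescence quench of at least 8% versus neutral control, with both replicates also reaching 8%; inconclusive = only one of the mean or replicate conditions met; inactive = mean below 8% and not both replicates reaching 8%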;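 also: cells transiently co-express mutant CFTR-F508del with the halide-sensitive YFP; corrector assay measuring rescue of mutant channel to the surface after 24 h compound exposure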
EWS-Fli block: EWS/Fli transcriptional activity inhibition | A673 NR0B1-luciferase reporter, viability-normalised | AID 651661 | 350,000 tested, 0.67% active | inhibition, % at 12.6 µM;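 active = mean inhibition of at least 50% after viability correction, with every replicate also passing that limit; inconclusive = mean reaches 50% but only one of two replicates passes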;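 also: firefly luciferase signal divided by Alamar Blue viability fluorescence both relative to DMSO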
Xi reactivation: activators of X-chromosome reactivation in mouse fibroblasts. XiGFP mouse fibroblasts, % GFP-positive cells imaging, 3 d; cells co-treated with 5-aza-dC sensitizer; scaled so ellipticine positive control = 100%. 360,000 tested, 0.055% active. activation, % at 7.58 µM;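 active = mean normalized replicate activation at least 10% and every replicate at or above 10%; inconclusive = only one of the two criteria met; inactive = mean below 10% and not all replicates reach 10%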;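 also: 0% = median of on-plate neutral control wells and 100% = ellipticine 6 µM median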
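Schedule: 3 d treatment, 15 min room-temperature fixation; system: 68-5-11 XiGFP fibroblast line; buffer or medium: DMEM plus 5-aza-dC sensitizer; control set: ellipticine 6 µM positive control; compound: one concentration, pinned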
Starred values were filed as active, the others as inactive; u = inconclusive; x = no result given.

SMILES | GSIS activator | PAX8 reporter | ARNT TACC3 PPI | ERp5 inh | DENV2 CPE rescue | F508del corr | EWS-Fli block | Xi reactivation
CCCC#Cc1cnc2c(c1)C(=O)N([C@H](C)CO)C[C@@H](C)[C@H](CN(C)Cc1ccccc1)O2 | 4.0 | 18.9 | 0.5 | -0.1 | 6.5 | -1.8 | 4.6 | 1.4
Cc1ccc(CNC(=O)COC(=O)c2cc(C)oc2C)cc1 | 0.5 | 22.7 | x | -4.6 | -0.7 | 3.0 | -2.2 | 0.0
CC(C)NC(=O)N(C)C[C@H]1Oc2cc(-c3cccnc3)ccc2S(=O)(=O)N([C@H](C)CO)C[C@H]1C | 10.7 | x | -5.6 | -1.0 | -5.0 | -4.9 | -8.5 | 0.0
CCOC(=O)c1[nH]c2ccccc2c1NC(=O)c1ccc(Br)o1 | 15.5 | x | -0.9 | 0.5 | 0.3 | -2.0 | 5.8 | x
Cc1nccn1CCN(C)Cc1cn(Cc2ccccc2)nc1-c1ccc2c(c1)OCO2 | 4.9 | -3.9 | 12.1 | -2.8 | 1.0 | 1.3 | 5.6 | 0.0
O=C(CSc1nnc(NC(=O)C2CC2)s1)Nc1ccccc1 | -2.4 | 6.7 | -5.0 | -2.4 | 15.4 | 1.0 | 4.3 | x
O=C(CN(Cc1ccccc1F)S(=O)(=O)c1ccc(Cl)cc1)NCCCO | -4.6 | -9.3 | -1.0 | -4.1 | -3.2 | 1.0 | -5.6 | 0.3
COc1ccc(/C=C2\S/C(=N/S(=O)(=O)c3cccs3)NC2=O)cc1 | -27.1 | 7.7 | 16.2 | -0.4 | x | 1.3 | 0.4 | 0.0
CC(C)C#Cc1ccc([C@@H]2[C@@H](CO)N3C(=O)CN(C(=O)c4ccccn4)C[C@@H]23)cc1 | 1.8 | x | x | 3.6 | -7.4 | 0.8 | x | 0.0
Cc1cc(O)c(/C=N/Nc2ccc(F)cc2)c(=O)o1 | 4.1 | 8.0 | x | -2.1 | -0.4 | -1.5 | -4.0 | 0.0

Quoted at random: 3 records from the list.
SMILES | GSIS activator | PAX8 reporter | ARNT TACC3 PPI | ERp5 inh | DENV2 CPE rescue | F508del corr | EWS-Fli block | Xi reactivation
Cc1nccn1CCN(C)Cc1cn(Cc2ccccc2)nc1-c1ccc2c(c1)OCO2 | 4.9 | -3.9 | 12.1 | -2.8 | 1.0 | 1.3 | 5.6 | 0.0
CC(C)NC(=O)N(C)C[C@H]1Oc2cc(-c3cccnc3)ccc2S(=O)(=O)N([C@H](C)CO)C[C@H]1C | 10.7 | x | -5.6 | -1.0 | -5.0 | -4.9 | -8.5 | 0.0
CCOC(=O)c1[nH]c2ccccc2c1NC(=O)c1ccc(Br)o1 | 15.5 | x | -0.9 | 0.5 | 0.3 | -2.0 | 5.8 | x

(next part)
SMILES | GSIS activator | PAX8 reporter | ARNT TACC3 PPI | ERp5 inh | DENV2 CPE rescue | F508del corr | EWS-Fli block | Xi reactivation
C[C@@H]1CN([C@H](C)CO)C(=O)Cc2cc(NS(=O)(=O)c3ccccc3)ccc2O[C@@H]1CN(C)S(=O)(=O)c1cccs1 | -4.1 | -5.0 | -8.4 | -3.8 | -2.5 | 1.1 | -4.6 | -0.6
O=C(Cn1c(=O)oc2cc(S(=O)(=O)N3CCCC3)ccc21)NC1CCCc2ccccc21 (stereo not drawn) | 1.8 | 33.7 | 25.5 | -0.1 | 10.6 | -1.3 | 5.8 | 0.0
Cn1nc(C(C)(C)C)c(NC(=O)c2ccc(F)cc2)c1C(C)(C)C | -8.7 | -10.9 | 17.1 | -0.3 | 10.7 | 0.7 | 5.9 | 0.0
CC(=O)Nc1ccc(S(=O)(=O)NCCC(=O)OCC(=O)c2cc(C)ccc2C)cc1 | -15.5 | -15.6 | -0.1 | -6.1 | 15.1 | -7.9 | 8.3 | 0.0
O=C(O)/C=C/C(=O)Nc1ccc(-c2ccccc2)cc1 | 8.3 | -8.0 | 1.1 | -3.6 | 2.9 | x | -13.1 | 0.4
COC(=O)c1cccc2c1-c1ccccc1/C2=N\NC(N)=O | 14.4 | 29.9 | 14.5 | -1.1 | 1.0 | -2.3 | 13.4 | 0.1
CC(C)CCn1c(N2CCc3ccccc3C2)nc2c1c(=O)[nH]c(=O)n2C | 39.0 | -0.8 | -2.9 | -0.3 | -3.5 | -2.4 | 4.1 | 0.0
O=C(COC(=O)c1ccc2c(c1)OCO2)Nc1ccccc1F | -10.0 | -9.2 | x | -16.8 | -3.3 | -2.3 | 1.5 | -0.1
CC12CCC(C(=O)Nc3nc4ccc(Br)cc4s3)(OC1=O)C2(C)C (stereo not drawn) | -0.8 | -81.5 | -3.4 | -3.1 | 19.5 | -1.3 | -71.6 | 0.3
O=C(Nc1nccs1)C1CCN(S(=O)(=O)c2cccs2)CC1 | 7.1 | 6.2 | -1.1 | 2.2 | x | -1.1 | -5.0 | -0.1
Cc1ccccc1NC(=O)Cn1cccc1 | -19.1 | x | 0.2 | 3.5 | -2.8 | -2.0 | -0.2 | x
O=C(OCc1ccccc1)N1CCc2ccccc21 | 19.6 | -100.1 | 3.2 | 2.9 | 4.6 | 1.0 | -44.6 | 0.0
CCOc1ccc(NC(=O)CCNS(=O)(=O)c2ccc3c(c2)c(=O)n(C)c(=O)n3C)cc1 | 6.4 | x | -6.0 | -2.9 | x | -2.6 | 15.5 | x
CN(C)Cc1cn(CC[C@@H]2CC[C@H](NC(=O)Nc3ccccc3F)[C@@H](CO)O2)nn1 | 2.1 | -6.5 | 1.5 | -11.6 | 0.0 | 0.2 | 0.4 | 0.3
CN(C)c1ccc(NC(=O)CCN2C(=O)c3cccc([N+](=O)[O-])c3C2=O)cc1 | -3.3 | 12.3 | -1.0 | 1.5 | -2.1 | -2.4 | 11.6 | 0.0
O=C(COC(=O)CNC(=O)c1ccc([N+](=O)[O-])o1)Nc1ncc(C(F)(F)F)cc1Cl | 1.7 | 7.2 | -13.1 | 3.8 | 16.1 | 1.5 | 6.2 | 0.0
CCc1ccccc1NC(=O)CNC(=O)c1n[nH]c(=O)c2ccccc12 | 10.7 | -5.8 | -2.2 | -3.5 | 8.8 | 3.4 | 2.1 | 0.0
COc1ccc(-c2sc3ccccc3c2-c2ccc(O)cc2)cc1 | -16.4 | -11.2 | x | 6.6 | -3.6 | -0.8 | 12.1 | -0.1
Cn1c(=O)c([N+](=O)[O-])c(Oc2ccccc2)c2ccccc21 | -17.7 | 33.9 | 29.9 | 8.6 | 9.6 | 0.9 | 13.9 | 0.1
COc1cccc(C2CC(=O)Nc3c2c(=O)n(C)c(=O)n3C)c1OC (stereo not drawn) | 0.6 | 5.1 | -1.8 | 5.3 | -4.9 | -2.0 | -3.2 | 0.0

Filtered by structure: the entries above containing a nitro group on carbon.
SMILES | GSIS activator | PAX8 reporter | ARNT TACC3 PPI | ERp5 inh | DENV2 CPE rescue | F508del corr | EWS-Fli block | Xi reactivation
CN(C)c1ccc(NC(=O)CCN2C(=O)c3cccc([N+](=O)[O-])c3C2=O)cc1 | -3.3 | 12.3 | -1.0 | 1.5 | -2.1 | -2.4 | 11.6 | 0.0
O=C(COC(=O)CNC(=O)c1ccc([N+](=O)[O-])o1)Nc1ncc(C(F)(F)F)cc1Cl | 1.7 | 7.2 | -13.1 | 3.8 | 16.1 | 1.5 | 6.2 | 0.0
Cn1c(=O)c([N+](=O)[O-])c(Oc2ccccc2)c2ccccc21 | -17.7 | 33.9 | 29.9 | 8.6 | 9.6 | 0.9 | 13.9 | 0.1

The list continues.
SMILES | GSIS activator | PAX8 reporter | ARNT TACC3 PPI | ERp5 inh | DENV2 CPE rescue | F508del corr | EWS-Fli block | Xi reactivation
C[C@H](CO)N1C[C@H](C)[C@@H](CN(C)CC2CCCCC2)Oc2ccc(NS(=O)(=O)c3cccs3)cc2C1=O | 8.0 | -14.5 | 15.6 | -5.2 | 1.1 | -1.8 | -0.3 | 0.1
COCC#Cc1ccc2c(c1)O[C@H](CN(C)S(=O)(=O)c1ccc(F)cc1)[C@@H](C)CN([C@@H](C)CO)S2(=O)=O | -17.7 | x | 1.4 | 0.4 | -2.6 | 1.2 | -2.3 | -0.9
O=C(C1=C[C@@H](c2ccccc2)C[C@@H](OCCCCO)O1)N1CCN(Cc2ccccc2)CC1 | x | 2.9 | -0.8 | 3.0 | 8.0 | -2.5 | 1.6 | x
COc1ccc(-c2[nH]c(-c3ccc(Cl)cc3)nc2SCC(=O)Nc2nccs2)cc1 | -8.6 | -5.4 | -3.1 | -11.7 | -6.6 | -0.9 | 14.0 | -0.1
CC(C)N=C(NS(=O)(=O)c1ccc(Br)cc1)c1ccc(Cl)cc1 | 5.1 | 4.2 | -1.3 | u | 3.5 | -0.1 | 0.5 | 0.5
C/C(=N/NC(=O)c1ccc(Br)o1)c1cccs1 | 16.2 | -191.9 | 1.7 | 0.5 | -8.7 | 0.2 | -110.1 | 0.2
O=C(C[C@@H]1CC[C@@H](NC(=O)Nc2cc(F)ccc2F)[C@H](CO)O1)NCCCN1CCOCC1 | 2.7 | 3.3 | -12.1 | -2.7 | 5.0 | -5.5 | -6.0 | -0.5
CO[C@H]1CN(C)C(=O)c2cc(NS(=O)(=O)c3ccccc3)ccc2OC[C@H](C)N(C)C[C@@H]1C | 3.3 | -7.2 | x | x | x | x | -5.4 | 0.1
C[C@H]1CN([C@@H](C)CO)C(=O)c2cccc(NC(=O)C3CCOCC3)c2O[C@H]1CN(C)C(=O)Nc1ccc2c(c1)OCO2 | 11.8 | -23.4 | -0.2 | -2.0 | 37.0* | 3.9 | -0.5 | -0.1
Cc1nn(Cc2c(F)c(F)c(F)c(F)c2F)c(C)c1NC(=O)c1ccnn1C | -1.3 | -6.0 | -13.4 | -0.4 | 6.1 | -1.1 | x | -0.2
C[C@@H]1CN([C@H](C)CO)C(=O)Cc2cc(NC(=O)Nc3ccc4c(c3)OCO4)ccc2O[C@H]1CN(C)Cc1ccc(Cl)c(Cl)c1 | -4.6 | -11.7 | x | 10.7 | -2.8 | 4.7 | -8.2 | -0.1
CO[C@@H]1CN(C)C(=O)c2cc(NS(C)(=O)=O)ccc2OC[C@@H](C)N(C(=O)NC(C)C)C[C@H]1C | 1.2 | -13.8 | -0.1 | x | x | -1.5 | 7.3 | 0.2
C[C@@H]1CN([C@@H](C)CO)C(=O)c2cc(NS(=O)(=O)c3ccc(Cl)cc3)ccc2O[C@@H]1CN(C)Cc1ccc(Cl)c(Cl)c1 | -6.7 | 5.5 | 2.4 | -10.3 | -4.6 | 6.5 | 15.1 | 0.3
O=C(c1ccc(OC2CCN(CCc3ccccc3)CC2)cc1)N1CCC[C@H]1CO | -13.3 | -2.9 | -7.5 | 3.6 | 1.8 | -0.3 | x | 0.0
CC(C)CC(=O)Nc1cc2c3c(c1)C(C)C(=O)N3CCC2 (stereo not drawn) | 6.4 | -3.4 | 7.9 | -7.7 | 2.1 | -0.4 | 6.7 | 0.0
COCC#Cc1ccc2c(c1)O[C@H](CN(C)C(=O)C1CC1)[C@H](C)CN([C@@H](C)CO)S2(=O)=O | 8.9 | x | 2.8 | 2.9 | 1.8 | -1.2 | -12.2 | 0.2
